# High-throughput results: PubChem BioAssay, several laboratories
# 14-3-3 Bad PPI = disrupts binding of bovine 14-3-3 zeta to phospho-Bad peptide. TR-FRET 14-3-3zeta/Dy647-pBad peptide displacement, 1 h. inhibition, % at 21.7 µM. 220,000 compounds, 0.71% hits;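 active = inhibition above about 70%, limit read from the data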;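 also: 0% = full 14-3-3 plus peptide FRET controls and 100% = background without 14-3-3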
# Rad51 HR inh = Rad51 (human) homologous recombination inhibition; Q06609; hRad51 DNA strand exchange, fluorescence dequenching; inhibition, % at 10 µM; 200,000 compounds, 0.085% hits; AID 1385;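 active = inhibition above 40% at the single screening dose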;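 also: 0% = DMSO control wells and 100% = blanks with heterologous ssDNA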
# Target sequence (Q06609 whole entry, looked up): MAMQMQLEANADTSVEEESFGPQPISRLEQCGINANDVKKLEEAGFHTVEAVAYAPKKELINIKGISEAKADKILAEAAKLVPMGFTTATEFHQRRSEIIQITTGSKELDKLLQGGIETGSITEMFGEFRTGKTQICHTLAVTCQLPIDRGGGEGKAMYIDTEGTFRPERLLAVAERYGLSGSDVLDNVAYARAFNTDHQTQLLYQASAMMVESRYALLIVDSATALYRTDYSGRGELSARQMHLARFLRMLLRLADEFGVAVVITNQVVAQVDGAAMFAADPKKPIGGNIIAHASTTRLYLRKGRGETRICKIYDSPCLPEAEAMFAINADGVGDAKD
#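 Material: human Rad51–ssDNA filaments; Probe or stimulus: labelled 47-mer dsDNA for strand exchange; Doses: single 10 µM dose; Incubation: 37 °C 15-min filament assembly, 30-min compound preincubation, 15-min exchange; Technique: FRET fluorescence dequenching, excitation 485 nm, emission 520 nm; Measure: Fluorescence-based percent inhibition, control- and blank-normalised; Benchmarks: plate control and blank wells.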
# p97 ATPase inh = blocks human p97 ATPase activity | 220,000 compounds, 0.42% hits | inhibition, % at 8 µM | P55072 | AID 1481 | recombinant p97 ATPase, Kinase-Glo ATP luminescence, 3 h; in the data active = inhibition above about 15%;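 also: 0% = DMSO vehicle and 100% = wells lacking enzyme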
# KLK5 inh = kallikrein 5 (human) inhibition; inhibition, % at 5 µM; recombinant hK5, fluorogenic AMC substrate cleavage; 210,000 compounds, 0.59% hits; Q9Y337;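 active = inhibition of 40% or more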;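 also: 0% = enzyme controls without compound and 100% = no-enzyme blanks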
# eIF4E-4G inh = inhibitors of eIF4E and eIF4G interaction in translation initiation | TR-FRET eIF4E-eIF4GI(517-606) binding, 2 h | inhibition, % at 21.7 µM | 220,000 compounds, 0.37% hits | AID 782;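 active = inhibition above about 30%, limit read from the data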;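 also: 0% = full FRET control wells and 100% = background wells lacking eIF4GI fragment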
# Mdm2 ligase inh = blocks human Mdm2 ubiquitin ligase activity; signal enhancement, % at 5 µM; Q00987; 210,000 compounds, 0.11% hits; AID 1230; cell-based MDM2 ubiquitination luciferase reporter, 2 h; 0 = plate control, 100 = twice control, blank-subtracted;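 active = signal enhancement of 30% or more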;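 also: luminescence tracks abundance of the self-degrading MDM2-luciferase fusion protein; higher signal means inhibition of MDM2 E3 ligase activity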
#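 test system = mammalian cells stably expressing self-ubiquitinating, self-degrading MDM2 E3–luciferase fusion | quantity = 2000 cells/well | incubation = cell settling 4 h, compound treatment 2 h, both 37 °C | signal = luminescence with SteadyLite reagent, 15 min at room temperature | evaluation = % enhancement relative to plate controls after blank subtraction | benchmarks = plate controls and plate blanks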
# Wee1 stabilizer = blocks degradation of human Wee1 kinase | P30291 | HeLa Luc-Wee1K328M stability, luciferase luminescence; 100% = proteasome inhibitor MG132 effect | reporter increase, % at 5 µM | 220,000 compounds, 1.2% hits | AID 1321;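 active = activation above the mean of all tested compounds plus 3 SD, set per screening run, cut at about 8.8% in these data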;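 also: cells exposed to compound for 20 h before luminescence read; 0% = DMSO alone and 100% = MG132 at 30 µM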
# Target sequence (P30291 whole entry K328M): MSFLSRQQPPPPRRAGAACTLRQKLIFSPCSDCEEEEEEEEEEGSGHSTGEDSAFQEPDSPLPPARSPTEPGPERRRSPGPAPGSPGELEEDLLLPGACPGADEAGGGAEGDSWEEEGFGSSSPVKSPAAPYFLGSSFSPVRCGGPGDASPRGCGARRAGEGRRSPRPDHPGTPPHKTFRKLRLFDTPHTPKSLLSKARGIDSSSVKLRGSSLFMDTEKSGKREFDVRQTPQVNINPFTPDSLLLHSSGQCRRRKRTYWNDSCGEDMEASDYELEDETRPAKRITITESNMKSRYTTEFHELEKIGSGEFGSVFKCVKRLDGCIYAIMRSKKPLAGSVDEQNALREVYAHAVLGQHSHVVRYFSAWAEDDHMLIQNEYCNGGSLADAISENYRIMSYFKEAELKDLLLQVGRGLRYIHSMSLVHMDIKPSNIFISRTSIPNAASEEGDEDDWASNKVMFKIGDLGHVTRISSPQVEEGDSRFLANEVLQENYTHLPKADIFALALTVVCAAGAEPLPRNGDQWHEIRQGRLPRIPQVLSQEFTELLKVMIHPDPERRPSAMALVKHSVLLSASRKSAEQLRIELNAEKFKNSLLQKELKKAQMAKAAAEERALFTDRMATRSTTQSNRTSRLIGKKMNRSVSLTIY
# FXIa inh 1536 = inhibitors of human coagulation factor XIa | purified FXIa, Boc-Glu-Ala-Arg-AMC fluorogenic substrate | P03951 | inhibition, % at 5 µM | AID 798 | 220,000 compounds, 0.14% hits;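 active = inhibition of at least 40%; inactive = inhibition below 40%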;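 also: fluorescence of freed AMC excited at 355 nm; 0% = enzyme without compound and 100% = no enzyme blank; many of its hits are not listed in these tables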
# FXIIa inh = factor XIIa (human) inhibition; P00748; purified FXIIa, Boc-QGR-AMC fluorogenic substrate, 2 h; inhibition, % at 5 µM; 220,000 compounds, 0.3% hits; AID 800; in the data active = inhibition above about 40%;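 also: 0% = enzyme with no compound and 100% = blank without enzyme; many of its hits are not listed in these tables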
# Numbers without * were called inactive; · = no result given; & = joins results of further samples; [ ] = remark or other dose.
SMILES,14-3-3 Bad PPI,Rad51 HR inh,p97 ATPase inh,KLK5 inh,eIF4E-4G inh,Mdm2 ligase inh,Wee1 stabilizer,FXIa inh 1536,FXIIa inh
Fc1ccc(-c2ccnc3nc(N4CCN(c5ccccc5)CC4)nn23)cc1,5,5,-3,7,-12,-61,3,2,4
O=C1c2cccc3c([N+](=O)[O-])c(O)cc(c23)C(=O)N1Nc1ccccc1,3,-8,-6,2,1,1,1,6,8
Cc1ccc(S(=O)(=O)N2CCCOC2CNC(=O)C(=O)NCCCn2ccnc2)cc1 (configuration not stated),4,6,3,-3,2,-14,3,-5,8
CCCNC(=O)NC(=O)CSc1ccc2c(c1)OCCO2,-7[fluorescence artefact?],-2,2,-3,0,-21,4,8,18
COc1cc(/C=C(\C#N)C(=O)c2c(C)[nH]c3ccccc23)cc(OC)c1OC,2,6,4,13,-2,-10,-1,-6,3
O=C(/C=C/c1ccc2c(c1)OCCCO2)c1ccccc1O,8,-7,1,-2,6,-29,1,-1,9
Cc1ccc(-c2nnc(SCC(=O)N/N=C/c3c(C)nn(-c4ccccc4)c3C)n2-c2ccccc2)cc1,7,-11,4,-5,-1,-11,3,-1,6
O=[n+]1c2c(n([O-])c3ccccc31)CCCC2,0,-2,15*,4,2,-13,-2,-7,-1
O=C(Oc1coc(CSc2nnc(NC(=O)C3CC3)s2)cc1=O)c1ccccc1,8,-5,-3,2,5,-11,2,-1,16
CCc1cc2c(cc3c(=O)n(CC(=O)NCCCN4CC(C)CC(C)C4)ncn32)s1 (configuration not stated),7,-2,-5,-7,-1,-17,1,2,8
C=CC[n+]1c(/C=C2\C=Cc3cc(C)ccc3N2CC)ccc2ccccc21,-10,·,-2,0,9,-43,0,-3,4
COc1cc(-c2noc(CCCC(=O)NCc3ccco3)n2)cc(OC)c1OC,9,-1,-2,15,4[fluorescence artefact?],-15,5,13,11
Cc1ccc(NC(=O)c2cnc3ccccc3n2)cc1C,1,11,3,-1,-1,-22,3,2,8
COc1cc2cc(Oc3ccc4ccc(=O)oc4c3)c(=O)oc2cc1O,-4,-1,3,-6,3[fluorescence artefact?],·,-1,-1,6
O=C(Nc1ccc(F)cc1)c1sc2cc(C(F)(F)F)cnc2c1-c1cccs1,-2[fluorescence artefact?],-4,4,13,-11[fluorescence artefact?],-3,-1,-16,-5
Cc1ccc2nc(Nc3nc(C)cc(C(F)(F)F)n3)nc(C)c2c1,2,4,-4,4,1,-17,1,-6,4
CC(C)(C)c1ccc(-c2nnc(N)o2)cc1,-5,·,6,2,2,-12,-1,2,2
CC(C)[C@H](NC(=O)Nc1cccc(C(F)(F)F)c1)C(=O)O,2,-6,7,3,9[fluorescence artefact?],-10,3,5,16
COc1cccc(OC)c1C(=O)Nc1nc2cc3c(cc2s1)OCO3,8,·,-3,18,-8,-15,-1,12,25
COc1ccc(CS(=O)(=O)CC2(O)CCN(C(=O)c3cccc(C(F)(F)F)c3)CC2)cc1,4,6,-8,-6,2,-10,1,-4,2
O=S(=O)(c1ccc(-c2csc(Nc3ccc(F)cc3)n2)cc1)N1CCCC1,-17[fluorescence artefact?],-2,0,-10,-2[fluorescence artefact?],-5,2,-1,8
CC(=O)c1ccc(OCC(O)CN2CCN(Cc3ccc4c(c3)OCO4)CC2)cc1 (configuration not stated),42&11,-7&0,-9,-26&0,-5&-9,9&-7,2,-5&2,3&13
N#C/C(=N\Nc1cccc([N+](=O)[O-])c1)C(=O)c1ccc(Br)cc1,-6,2,8,-5,-2,-17,-3,-2,·
C/C(CC(=O)N(C(C)C)C(C)C)=N\NC(=O)c1ccccc1Br,0[fluorescence artefact?],11,4,-17,19,6,3,5,8
CCC(C)NS(=O)(=O)c1ccc(OCC(=O)N2CCCC2)cc1 (configuration not stated),-1[fluorescence artefact?],0,-4,-13,4,9,6,5,14
# Additional structures follow.
SMILES,14-3-3 Bad PPI,Rad51 HR inh,p97 ATPase inh,KLK5 inh,eIF4E-4G inh,Mdm2 ligase inh,Wee1 stabilizer,FXIa inh 1536,FXIIa inh
COc1ccccc1CNC(=O)C(NS(=O)(=O)c1ccc2c(c1)OCCO2)C(C)C (configuration not stated),-4,5,-5,-12,-11[fluorescence artefact?],-10,1,-11,-3
COc1ccc2c(c1)sc1nc(-c3ccccc3)cn12,12,1,-9,5,9,-98,-2,8,21
CN(C)c1nccc(N(Cc2ccccc2)Cc2ccccc2)c1C#N,13,10,-1,5,-8,-5,3,-15,16
CC(C)(C)NC(=O)CSc1n[nH]c(=O)n1-c1ccccc1,7,0,1,7,-1,-4,-2,4,14
COc1ccc(OC)c(N2C(=O)CC(Cc3cc(C)cc(C)c3)C2=O)c1 (configuration not stated),2,0,-6,-20,0[fluorescence artefact?],·,-1,7,15
O=C1Nc2ccccc2S/C1=C\C(=O)N1CCCC1,-5,5,1,-4,-2,9,0,-6,1
Cn1cc(Cl)c(-c2nc3ccccc3[nH]2)n1,·,5,2,0,·,0,6,-4,5
Cc1onc(C(=O)/C=C/N(C)C)c1C(=O)Nc1nccs1,·,-4,-3,-6,·,-14,0,-6,-7
Cc1ccc(C)c(NC(=O)c2ccccc2NC(=O)C2CCCO2)c1 (configuration not stated),-5,3,0,-2,-2,-14,2,-6,4
Fc1ccccc1NC(=S)Nc1ccc(CN2CCOCC2)cc1,-2,·,4,·,-1,·,0,0,8
COc1ccc(OC)c(/C=N/c2oc(-c3ccco3)c(-c3ccco3)c2C#N)c1,-11,-10,3,-16,4,-12,-1,2,13
Cc1ccc(OCC(=O)NNC(=O)C2CCN(c3nc(C)cc(C)n3)CC2)cc1,11,-9,5,10,-5,0,0,-18,13
CCCn1c(SCC(=O)N2CCCC(C)C2)nnc1-c1ccccn1 (configuration not stated),1,-1,5,-2,0,-12,-2,-1,5
CC(=O)c1ccc(N2C(=NC(=O)C(C)C)SC3CS(=O)(=O)CC32)cc1 (configuration not stated),9,-7,-2,7,-7,-4,-2,4,15
CC/C(C)=C1\SC(N2CCN(c3cccc(C(F)(F)F)c3)CC2)=NC1=O,9,-7,-2,-10,4,-17,2,-1,7
COc1cccc(NC(=O)Nc2cc(NC(=O)Nc3cccc(OC)c3)c(C)nc2C)c1,17,8,-1,-12,-1,13,1,-1,2
COc1ccccc1NC(=O)c1ccc(C)s1,-7,-1,-2,-2,-5,-2,-1,4,13
Cc1ccccc1Nc1nnc(SCC(=O)c2cc3ccccc3o2)s1,-8[fluorescence artefact?],-53,2,-11,-6[fluorescence artefact?],-14,0,23,29
O=C(CCc1ccccc1)Nc1ccccc1F,-4,13,-9,10,-7,-20,-1,3,16
CN(Cc1ccccc1)Cc1c[nH]c2ccccc12,-15,-8,3,-5,-2,-17,2,0,5
c1cnc2ncc3sccc3c2c1,12,0,6,-13,8,-20,-2,4,16
COc1ccc(OC)c(-c2csc(NC(=O)C3c4ccccc4Oc4ccccc43)n2)c1,-13[fluorescence artefact?],-10,3,-6,-3,-4,0,6,13
COC(=O)c1cn(NC(=O)c2cccc(OC)c2)c(=O)c2ccccc12,7,-4,-7,-14,-2,-10,5,4,14
Cc1c(NC(=O)C(C)Sc2nc3ccccc3c(=O)n2CCO)c(=O)n(-c2ccccc2)n1C (configuration not stated),-6,-1,2,-1,-3,-12,-1,8,19
O=C(O)c1ccc2c(c1)OCCO2,5,-2,1,3,5,-1,-2,3,12
CC(C)CN1CCN(CC#Cc2ccccc2)CC1CCO (configuration not stated),-6,3,2,3,1,-3,3,0,9
COc1cc(-c2[nH]ncc2CN(C)Cc2cc(C)[nH]n2)cc(OC)c1OC,-5,5,0,-5,-3,8,-2,-7,3
CCc1ccc(N2CC(C(=O)Nc3cc(C)ccc3F)CC2=O)cc1 (configuration not stated),16[fluorescence artefact?],2,-4,-5,5[fluorescence artefact?],-12,0,-5,-2
COc1ccc(Nc2cc(C)nc(NCc3ccccc3)n2)cc1,-5,0,-2,-4,4,-9,0,-8,3

# A draw from above in order of number of heavy atoms, smallest number first:
SMILES,14-3-3 Bad PPI,Rad51 HR inh,p97 ATPase inh,KLK5 inh,eIF4E-4G inh,Mdm2 ligase inh,Wee1 stabilizer,FXIa inh 1536,FXIIa inh
O=C(O)c1ccc2c(c1)OCCO2,5,-2,1,3,5,-1,-2,3,12
Cn1cc(Cl)c(-c2nc3ccccc3[nH]2)n1,·,5,2,0,·,0,6,-4,5
COc1ccccc1NC(=O)c1ccc(C)s1,-7,-1,-2,-2,-5,-2,-1,4,13
O=C(CCc1ccccc1)Nc1ccccc1F,-4,13,-9,10,-7,-20,-1,3,16
CN(Cc1ccccc1)Cc1c[nH]c2ccccc12,-15,-8,3,-5,-2,-17,2,0,5
COc1ccc2c(c1)sc1nc(-c3ccccc3)cn12,12,1,-9,5,9,-98,-2,8,21
Cc1onc(C(=O)/C=C/N(C)C)c1C(=O)Nc1nccs1,·,-4,-3,-6,·,-14,0,-6,-7
CC(C)CN1CCN(CC#Cc2ccccc2)CC1CCO (configuration not stated),-6,3,2,3,1,-3,3,0,9
COc1ccc(Nc2cc(C)nc(NCc3ccccc3)n2)cc1,-5,0,-2,-4,4,-9,0,-8,3
CCCn1c(SCC(=O)N2CCCC(C)C2)nnc1-c1ccccn1 (configuration not stated),1,-1,5,-2,0,-12,-2,-1,5
CC/C(C)=C1\SC(N2CCN(c3cccc(C(F)(F)F)c3)CC2)=NC1=O,9,-7,-2,-10,4,-17,2,-1,7
COc1ccc(OC)c(/C=N/c2oc(-c3ccco3)c(-c3ccco3)c2C#N)c1,-11,-10,3,-16,4,-12,-1,2,13
COc1ccccc1CNC(=O)C(NS(=O)(=O)c1ccc2c(c1)OCCO2)C(C)C (configuration not stated),-4,5,-5,-12,-11[fluorescence artefact?],-10,1,-11,-3
COc1ccc(OC)c(-c2csc(NC(=O)C3c4ccccc4Oc4ccccc43)n2)c1,-13[fluorescence artefact?],-10,3,-6,-3,-4,0,6,13
Cc1c(NC(=O)C(C)Sc2nc3ccccc3c(=O)n2CCO)c(=O)n(-c2ccccc2)n1C (configuration not stated),-6,-1,2,-1,-3,-12,-1,8,19
